# From PubChem
# HGIII-sPLA2 inh: Inhibits HGIII-sPLA2 liposome hydrolysis, primary screen. Q9NZ20. QFRET BODIPY PC-A2 liposome hydrolysis, fluorescence. inhibition, % at 12.2 µM. actives 0.56% (n = 370,000). AID 743126;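 active means inhibition above mean plus 3 SD of compounds lying within the high and low control bounds, cut at about 19% in these data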;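 further: 0% = median of test compound wells and 100% = no enzyme DMSO wells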
# proKLK7 act: activates the human kallikrein-7 zymogen. actives 0.9% (n = 370,000). P49862. activation, % at 7 µM. purified proKLK7, EDANS-DABCYL substrate fluorescence; 100% is mature enzyme control, 0% vehicle;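 active means activation above the mean of all tested compounds plus 3 SD, computed per campaign excluding outliers beyond control limits, cut at about 13% in these data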
# ASAP1 inh: ASAP1 ArfGAP inhibition. Q9ULH1. ASAP1-stimulated ARF1 GTP hydrolysis, GDP FP detection. inhibition, % at 16.5 µM. actives 0.19% (n = 360,000); in the data active means inhibition above about 25%;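 further: 0% = vehicle with enzyme and substrate and 100% = no enzyme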
# DDE Tn6 FP inh: DD(E)-Tn6 binding inhibition, primary FP screen | actives 0.21% (n = 370,000) | Fibrin DD(E) TRITC-Tn6 fluorescence polarization displacement | inhibition, % at 8.3 µM | P02675;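 active means inhibition above a per-campaign cutoff: mean of compounds within control limits plus 3 SD, cut at about 15% in these data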;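 further: 0% = median of all compound wells on the plate and 100% = blocking peptide control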
# ARFGAP1 inh: rat ARFGAP1 inhibition | Arfgap1-stimulated ARF1 GTP hydrolysis, GDP FP detection | inhibition, % at 16.5 µM | actives 0.26% (n = 360,000) | AID 651572;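 active means inhibition above a per-plate limit, mean inhibition of low control wells plus 3 SD, cut at about 25% in these data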;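 further: 0% = DMSO wells with enzyme and 100% = wells lacking Arfgap1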
# Target sequence (Q62848 1-136 limits assumed): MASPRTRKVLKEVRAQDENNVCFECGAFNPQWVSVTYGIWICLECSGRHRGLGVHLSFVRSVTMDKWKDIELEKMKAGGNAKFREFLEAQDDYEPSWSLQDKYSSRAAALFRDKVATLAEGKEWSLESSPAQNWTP
#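 system = rat Arfgap1 catalytic domain, aa 1-136 | technique = FP, GDP Alexa 633 tracer displaced from anti-GDP antibody, 620/688 nm | compound = one concentration, 16.5 µM, DMSO 1.26% | medium = HEPES-based buffer, pH 7.5 | timing = compound-enzyme preincubation 20 min, reaction 120 min, detection 60 min, 25 °C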
# PLCb3 inh: blocks human PLC-beta3 enzyme activity; Q01970; Purified PLC-beta3, fluorogenic substrate, fluorescence; inhibition, % at 12.2 µM; actives 0.18% (n = 370,000); in the data active means inhibition above about 11%;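 further: 0% = median of compound wells on plate and 100% = full blocker control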
# DDE Tn7 FP inh: inhibitors of Tn7 peptide binding to human fibrin DD(E); P02675; AID 720508; actives 0.13% (n = 370,000); FP displacement of FITC-Tn7 peptide from fibrin DD(E); 0% = median of compound wells per plate; inhibition, % at 8.3 µM;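 active means inhibition above the mean of compounds falling within the control limits plus 3 SD of them, cut at about 14% in these data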;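 further: 0% = plate median of compound wells and 100% = 10 µM Aha-Tn7 peptide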
#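 Test system – human fibrin DD(E) · Times – 10 min preincubation, 3 h with tracer, room temperature · Detection – fluorescence polarization of the labelled Tn7 tracer · Measure – percent inhibition normalized to high-control wells · Benchmarks – high control wells with 10 µM unlabelled Aha-Tn7 peptide (full inhibition) · Repeats – singlicate testing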
# PLCg1 inh: inhibitors of human phospholipase C gamma1; P19174; purified PLC-gamma1, fluorogenic substrate, fluorescence; inhibition, % at 12.2 µM; actives 0.84% (n = 370,000); AID 720700; in the data active means inhibition above about 9.5%
# NR1D1 modulator: modulates human Rev-erb alpha binding to DNA. P20393. Rev-erbα–FITC-DNA binding, fluorescence polarization, 90 min. activity, % at 10 µM. actives 0.79% (n = 370,000). AID 1259318;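 active means activity above about 14%, limit read from the data; passing the limit was not always enough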;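 further: 0% = DMSO wells with 35 nM protein and 100% = DMSO wells with 750 nM protein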
# UHRF1 binding: human UHRF1 methylated DNA binding inhibitors | UHRF1 binding to methylated oligo, TR-FRET | inhibition, % at 4.4 µM | actives 0.75% (n = 370,000) | AID 687016; in the data active means inhibition above about 21%;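 further: UHRF1 SRA domain binding a hemimethylated CpG hairpin DNA probe; 0% = median of test compound wells and 100% = reference inhibitor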
# Target sequence (Q96T88 whole entry, looked up, the tested form may be a part): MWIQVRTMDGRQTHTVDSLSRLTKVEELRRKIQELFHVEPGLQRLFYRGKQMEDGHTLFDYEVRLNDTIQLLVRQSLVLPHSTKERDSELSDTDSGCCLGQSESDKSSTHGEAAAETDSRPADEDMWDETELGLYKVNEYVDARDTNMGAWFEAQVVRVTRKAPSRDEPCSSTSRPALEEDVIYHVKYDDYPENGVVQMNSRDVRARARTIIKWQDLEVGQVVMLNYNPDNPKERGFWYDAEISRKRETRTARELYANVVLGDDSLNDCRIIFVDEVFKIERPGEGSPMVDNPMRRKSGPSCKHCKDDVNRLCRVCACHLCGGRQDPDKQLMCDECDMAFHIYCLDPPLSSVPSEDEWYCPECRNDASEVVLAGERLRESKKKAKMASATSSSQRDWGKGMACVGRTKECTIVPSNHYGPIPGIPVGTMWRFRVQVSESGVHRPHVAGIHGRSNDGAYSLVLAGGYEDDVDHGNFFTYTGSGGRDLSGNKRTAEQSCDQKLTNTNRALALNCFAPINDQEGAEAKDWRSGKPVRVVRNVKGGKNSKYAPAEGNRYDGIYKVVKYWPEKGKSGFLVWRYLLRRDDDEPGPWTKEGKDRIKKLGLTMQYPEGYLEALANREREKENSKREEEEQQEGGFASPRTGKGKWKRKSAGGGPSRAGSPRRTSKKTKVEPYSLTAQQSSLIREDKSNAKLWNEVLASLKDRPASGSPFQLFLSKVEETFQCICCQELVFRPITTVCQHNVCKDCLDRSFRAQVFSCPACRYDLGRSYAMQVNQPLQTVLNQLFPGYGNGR
# Starred values were filed as active, the others as inactive. An unsorted share of the library. About 4.5% of those tested had a hit in this group.
SMILES,HGIII-sPLA2 inh,proKLK7 act,ASAP1 inh,DDE Tn6 FP inh,ARFGAP1 inh,PLCb3 inh,DDE Tn7 FP inh,PLCg1 inh,NR1D1 modulator,UHRF1 binding
CNC(=O)c1sc(-c2ccccn2)nc1C,1,-0.3,-1,-5,-4,2,6,0,-1,0
COc1ccc2oc(C(=O)NN3C(C)CCCC3C)c(C)c2c1 (configuration not stated),2,0.4,4,5,0,-1,8,-1,-4,-1
CCCN1CCN(CCCNC(=O)c2ccc3c(=O)n(CCc4ccccc4)c(=O)[nH]c3c2)CC1,-5,-0.7,6,10,2,-59,-7,-31,-2,3
CCOC(=O)CN1C(=O)N[C@@H](CCc2ccccc2)[C@H](C(=O)OC)[C@H]1C,3,-0.2,-2,-8,1,1,-3,-1,-6,3
COc1cccc(CC(=O)Nc2cccc3ccccc23)c1,-8,0.2,3,-4,1,-1,-7,2,-1,2
CC(=O)Nc1ccc(NC(=O)C(C)OC(=O)CNC(=O)c2ccc(-c3ccccc3)cc2)cc1 (configuration not stated),0,0.4,-13,5,11,-4,-4,0,-6,0
COc1ccc(NC2CCCN(C(=O)c3ccc(OC)o3)C2)cc1 (configuration not stated),2,-0.9,-5,-1,-4,-6,-3,0,-12,0
CC1CCC(NC(=O)COC(=O)CSc2ccc(C(N)=O)cc2[N+](=O)[O-])CC1 (configuration not stated),-12,-0.1,0,-4,13,-10,-7,-7,3,-4
Cc1noc(C)c1NC(=O)N(C)C[C@@H]1Oc2ccc(NC(=O)C3CCCCC3)cc2C(=O)N([C@@H](C)CO)C[C@H]1C,2,0.1,18,0,6,1,3,-3,2,-3
CCc1cccc(NC(=O)CCCN2C(=O)NC(C)(C)C2=O)c1,18,-0.7,-4,6,-20,-5,1,2,-5,7
Cc1ccn2cc(CSc3ccccc3N)nc2c1,6,-0.1,8,-8,2,-3,2,5,-3,-4
O=C(NC1CCCc2ccccc21)c1ccc(Cl)nc1 (configuration not stated),-3,-1.0,-2,-1,3,-2,-2,-1,-2,-2
COc1ccc(CNC(=O)N[C@H](C(=O)O)C(C)C)cc1OC,11,-0.8,3,-2,-5,-6,2,-1,-6,2
CCC(=O)Oc1ccc2c(C)cc(=O)oc2c1C(=O)c1ccccc1,6,12,7,2,0,-26,1,-24,2,2
CCOc1ccc(CCNC(=O)c2nccnc2C(=O)O)cc1OCC,3,-0.8,5,0,-2,-4,0,5,0,0
Fc1ccc(/C=N/c2c(-c3ccc(F)cc3)nc3n2CCS3)cc1,-18,0.3,3,-9,-8,0,-3,-3,9,0
Cc1ccc(CNS(=O)(=O)c2ccc(C(F)(F)F)cc2)n1C,-7,0.0,-1,7,6,-14,6,-2,5,-2
C[C@@H]1C=CC(=O)O[C@@H]1c1ccc(Cl)cc1,0,0.7,4,-6,5,4,-1,1,1,3
CCCCn1c(=O)[nH]c(=O)c2c1nc(-c1ccc(OCC)cc1)n2CC,3,-0.4,3,8,-2,-10,-2,-3,10,0
CC1CCc2c(sc(NC(=O)c3cccn3C)c2C(N)=O)C1 (configuration not stated),4,-13,-7,10,6,-231,3,-177,-2,-4
CCOC(=O)C1CCN(c2c(N3CCN(c4ccccc4OC)CC3)c(=O)c2=O)CC1,7,-0.2,8,4,1,-2,7,1,0,2
COc1ccc(N2CCN(C(=O)c3ccccc3Br)CC2)c([N+](=O)[O-])c1,-5,-0.4,0,1,7,6,0,2,6,-2
COc1cc(C2c3cc4c(cc3CC3COC(=O)N32)OCO4)cc(OC)c1OC (configuration not stated),13,-0.7,-8,-3,23,1,4,-1,-3,7
O=C(O)c1ccc(/C=C(\c2nc3ccccc3[nH]2)c2nc3ccccc3s2)cc1,-11,-0.5,-3,-8,-1,-86,-6,-59,0,-2
COc1ccccc1-c1c(C)nn2c(N3CCC(C)CC3)cc(C)nc12,3,0.3,2,-5,12,-10,0,1,2,1

# Looked up one by one from the list above, 4 records:
SMILES,HGIII-sPLA2 inh,proKLK7 act,ASAP1 inh,DDE Tn6 FP inh,ARFGAP1 inh,PLCb3 inh,DDE Tn7 FP inh,PLCg1 inh,NR1D1 modulator,UHRF1 binding
COc1ccc2oc(C(=O)NN3C(C)CCCC3C)c(C)c2c1 (configuration not stated),2,0.4,4,5,0,-1,8,-1,-4,-1
CNC(=O)c1sc(-c2ccccn2)nc1C,1,-0.3,-1,-5,-4,2,6,0,-1,0
CCC(=O)Oc1ccc2c(C)cc(=O)oc2c1C(=O)c1ccccc1,6,12,7,2,0,-26,1,-24,2,2
CCc1cccc(NC(=O)CCCN2C(=O)NC(C)(C)C2=O)c1,18,-0.7,-4,6,-20,-5,1,2,-5,7

# (list continues)
SMILES,HGIII-sPLA2 inh,proKLK7 act,ASAP1 inh,DDE Tn6 FP inh,ARFGAP1 inh,PLCb3 inh,DDE Tn7 FP inh,PLCg1 inh,NR1D1 modulator,UHRF1 binding
NC(=O)c1nnn(-c2ccccc2)c1N,4,-0.2,-6,-6,6,-1,-5,0,-1,2
N#Cc1nc(Cc2ccccc2)oc1NCCc1ccccc1,-11,0.3,3,6,-2,-3,1,-2,3,-2
OCCOc1nnnn1-c1ccccc1,2,0.0,1,4,3,2,0,1,-7,2
COc1ccc(CN2CCN(C(=O)c3ccccc3C(=O)c3ccccc3)CC2)cc1F,-6,-0.1,4,0,5,5,-6,2,10,-2
CC(C(=O)NC1C=CS(=O)(=O)C1)N1C(=O)/C(=C/c2cccc(Cl)c2)SC1=S (configuration not stated),-18,1.2,12,-3,2,-13,-8,-1,-7,-8
CCOc1ccc(-c2csc(NC(=O)c3ccco3)n2)cc1,11,-0.7,5,-10,0,-43,3,-24,-1,3
NS(=O)(=O)c1ccc(CNC(=O)Cc2ccccc2[N+](=O)[O-])cc1,4,-0.4,-2,2,-8,-5,15*,0,0,0
CCNC(=O)NS(=O)(=O)c1cnccc1Nc1cccc(Cl)c1,-1,0.0,1,2,4,-3,-3,-2,-2,2
CC1(C)CC(=O)C2=C(C1)Nc1ccccc1NC2c1ccc2c(c1)OCO2 (configuration not stated),-2,-1.2,-15,0,-1,-53,0,-43,2,-8
C[C@H]1CN([C@@H](C)CO)C(=O)c2cc(Br)cnc2O[C@H]1CN(C)S(=O)(=O)c1ccccc1F,2,-0.2,-14,-1,1,1,-2,-3,4,1
CN(Cc1c(F)cccc1Cl)C(=O)c1cccc(S(=O)(=O)N2CCN(Cc3ccccc3)CC2)c1,-13,0.5,-3,7,-3,-10,2,-3,-4,-3
FC(F)(F)c1cc(-c2ccc(Cl)cc2)nc2ncnn12,-3,1.0,15,0,6,-94,-2,-76,4,-2
Cc1cc(C)c(NC(=O)CSc2nnc(CNC(=O)c3ccccc3F)o2)c(C)c1,0,-0.1,0,1,0,-2,0,5,-4,-1
CCOC(=O)c1c(C(F)(F)F)cc(-c2ccc(F)cc2)nc1C,5,0.1,-2,3,10,8,-2,7,5,-3
CC(C)CNC(=O)C1(C)CCCN1C(=O)c1c(Cl)cccc1Cl (configuration not stated),12,-0.5,4,-6,11,-2,-3,-1,-2,1
CN(CCc1cn[nH]c1)C(=O)C1CCC(=O)N(CC2CCCCC2)C1 (configuration not stated),7,0.2,-8,3,-5,-9,1,-8,-2,4
CCCOc1cc2c(C#N)c(N3CCCC3)nc(N)c2c(N)n1,1,-7.4,36*,-3,7,-131,4,-86,-5,-15
COc1ccc(-c2cc(C(=O)Nc3ccccc3SC)no2)cc1,2,-0.7,0,-4,8,0,-2,2,7,3
N#Cc1sc2nc3c(cc2c1N)CCCC3,-2,1.1,3,-5,1,-380,-6,-326,-5,-7
CCOC(=O)c1cn(CC)c2cc(N3CCN(C)CC3)c(F)cc2c1=O,14,6.2,5,-9,6,-55,9,-43,-1,6
CCNC(=O)NC(=O)C(C)OC(=O)CCCSc1nc2ccccc2s1 (configuration not stated),-9,-0.4,-5,7,0,2,-3,2,4,0
COc1ccc(C(=O)Nc2ccncc2)c(OC)c1,-1,-0.1,-7,-2,-14,-2,11,0,1,-5
O=C(SCc1c(O)c2ccccc2oc1=O)c1ccccc1,1,-0.2,2,-5,7,-17,5,-6,0,0
Cn1nc(-c2ccccc2)cc1NC(=O)c1ccc(Cl)cc1,-5,0.9,10,3,10,1,0,2,5,1
Cc1cc(C)n(-c2ccc(Oc3ccccc3)c(S(=O)(=O)O)c2)n1,5,-0.1,-8,3,-1,-2,4,-1,-1,5

# Limited to DDE Tn7 FP inh, HGIII-sPLA2 inh and ARFGAP1 inh, for three of the compounds above:
mol	DDE Tn7 FP inh	HGIII-sPLA2 inh	ARFGAP1 inh
CCNC(=O)NS(=O)(=O)c1cnccc1Nc1cccc(Cl)c1	-3	-1	4
CCOC(=O)c1c(C(F)(F)F)cc(-c2ccc(F)cc2)nc1C	-2	5	10
OCCOc1nnnn1-c1ccccc1	0	2	3

# (next part)
SMILES,HGIII-sPLA2 inh,proKLK7 act,ASAP1 inh,DDE Tn6 FP inh,ARFGAP1 inh,PLCb3 inh,DDE Tn7 FP inh,PLCg1 inh,NR1D1 modulator,UHRF1 binding
CCCCN(C(=O)CNC(=O)c1ccco1)C(C(=O)NC1CCCCC1)c1ccc(OC)cc1OC (configuration not stated),3,-0.2,-3,2,-8,2,0,2,3,3
Cc1ccccc1-n1c(C)nc2ccccc21,-5,-1.2,9,-11,6,-3,-4,-4,0,3
COc1ccc(-c2oc(NC(C)=O)c(C#N)c2-c2ccc(OC)cc2)cc1,-42,-0.1,12,0,-2,-28,3,-15,3,1
CNC(=O)c1[nH]cnc1C(=O)Nc1ccc(Cl)cc1,2,0.2,-2,8,-5,2,6,-1,-9,-4
COc1cccc(OC)c1C(=O)Nc1cccnc1,2,-0.9,-9,-2,-14,-1,5,0,5,2
O=C(NN=Cc1cccc([N+](=O)[O-])c1)c1cccc2ccccc12,-3,0.4,-3,-3,-4,-4,3,1,0,2
Cn1cncc1C#Cc1ccc2cc(CCO)oc(=O)c2c1,5,-0.9,-1,10,-1,-309,-2,-236,-3,-11
COc1ccc(NC(=O)CCc2nnc3ccc(NCc4ccco4)nn23)cc1OC,2,0.4,-16,2,-6,-8,6,-5,4,-2
CCOc1cc(C(=O)OC(C(=O)NC(=O)NC)c2ccccc2)ccc1OCC(=O)N1CCOCC1 (configuration not stated),-11,0.3,17,-2,2,3,-4,0,0,0
CCc1sc(C(=O)Nc2ccc(F)cc2C)cc1C,1,0.1,-1,-9,-3,4,-8,4,0,0
CC(C)[C@H](NC(=O)c1ccc(C(C)(C)C)cc1)C(=O)N1CCN(Cc2ccc3c(c2)OCO3)CC1,-5,0.1,-8,-2,0,-1,1,-3,-1,-1
O=C(Nc1cccc(Cl)c1)/C(=C\c1cccnc1)NC(=O)c1ccco1,1,-0.2,-6,-8,1,2,4,0,3,1
CC1CCC(NC(=O)COC(=O)c2cccnc2Cl)CC1 (configuration not stated),-3,-0.5,5,-3,2,4,0,2,-1,-1
N#CCn1c2ccccc2c2nc3ccccc3nc21,-2,1.0,-5,1,16,-124,-4,-83,9,-3
